LDHA block: qHTS assay for inhibitors of human lactate dehydrogenase; L-lactate dehydrogenase A chain (Homo sapiens), P00338; 480,000 compounds, 0.15% hits; activity change, % (values are at about 110 or 230 µM); purified LDHA, NADH/diaphorase-resazurin fluorescence; hits give low values; AID 1347041, 2019; in the data active = activity change below about -30%; inconclusive = mostly about -25% to -30%;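 note: plate controls were DMSO wells for no effect and wells without enzyme for full effect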
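Human LDH5 at 2 nM final in Tris HCl pH 7.4 with 0.06 mM NADH and 0.2 mM pyruvate, reacted 5 minutes at room temperature. Remaining NADH coupled via diaphorase/resazurin; resorufin fluorescence read at 0 and 20 minutes, normalized to enzyme-free and DMSO wells.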
ALOX12 inh: Primary qHTS assay for inhibitors of human arachidonate 12S-lipoxygenase (ALOX12): Round 2. Polyunsaturated fatty acid lipoxygenase ALOX12 (Homo sapiens), P18054. purified 12hLO, xylenol orange hydroperoxide absorbance. Potency, µM (top dose mostly 108 µM), for the others: at the top dose activity change, negative = inhibition, most hits filed as inhibitors. 580,000 compounds, 1.1% hits. AID 1671190, 2021; active = well fitted inhibition curve with a large enough effect; inconclusive = small, poorly fitted or top-dose-only effect, or another doubt; inactive = no such curve, though single readings can be large or run the other way; note: potency is the fitted concentration of half-maximal effect
Target sequence (P18054 whole entry, looked up): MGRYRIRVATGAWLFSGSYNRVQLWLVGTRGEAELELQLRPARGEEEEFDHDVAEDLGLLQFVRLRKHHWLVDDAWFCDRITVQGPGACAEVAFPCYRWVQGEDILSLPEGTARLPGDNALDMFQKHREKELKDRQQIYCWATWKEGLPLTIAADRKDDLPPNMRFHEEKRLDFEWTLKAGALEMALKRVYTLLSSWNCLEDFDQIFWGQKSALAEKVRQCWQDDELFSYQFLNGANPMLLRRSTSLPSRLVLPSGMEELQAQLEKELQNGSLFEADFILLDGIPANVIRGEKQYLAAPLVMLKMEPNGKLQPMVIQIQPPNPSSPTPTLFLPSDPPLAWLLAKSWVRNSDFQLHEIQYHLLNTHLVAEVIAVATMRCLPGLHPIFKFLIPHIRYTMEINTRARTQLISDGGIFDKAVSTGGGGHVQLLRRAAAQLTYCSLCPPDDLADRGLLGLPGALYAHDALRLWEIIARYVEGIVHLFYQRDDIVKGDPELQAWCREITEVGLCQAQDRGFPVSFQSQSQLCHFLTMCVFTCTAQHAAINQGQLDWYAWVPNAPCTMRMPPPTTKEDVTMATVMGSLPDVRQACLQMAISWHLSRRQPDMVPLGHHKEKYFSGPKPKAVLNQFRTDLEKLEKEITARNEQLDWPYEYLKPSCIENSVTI
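Hydroperoxide product was detected by ferrous iron/xylenol orange as the 573 to 405 nm absorbance ratio. Arachidonic acid at 40 uM (final) was turned over for 30 min at room temperature by 150 nM human 12hLO, pH 7.0 Hepes buffer, after 15 min compound preincubation.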
Starred values were filed as active, the others as inactive; ? = inconclusive; & = joins results of further samples; [ ] = remark or other dose. Unless noted, % is set by controls: 0 for no effect and ±100 for the full control effect. This is a subset (hit frequency here may not be typical).

SMILES	LDHA block	ALOX12 inh
CCCn1nc(C(=O)Nc2nc(C(C)=O)cs2)c2ccccc2c1=O	0	-38%
CCOC(=O)CCNC(=O)c1cc(F)ccc1Br	-2	?
COc1ccc(CN(C(=O)COc2cccc(C)c2C)c2ccccn2)cc1OC	-2	-24%
CC(NC(=O)C1CCCC1)C1CCCO1 (stereo unspecified)	-5	9%
CC(C)(C)NS(=O)(=O)c1ccc(NC(=O)C2c3ccccc3Oc3ccccc32)cc1	2	18%
CCCCNC(=O)C1CCC(C(=O)NCCCC)CC1 (stereo unspecified)	0	8%
Cc1ccc2oc(-c3cccc(NC(=O)c4cccc([N+](=O)[O-])c4C)c3)nc2c1	-1	?
CCOC(=O)C1=CCC2C(=O)N(Cc3ccccc3)C(=O)C12 (stereo unspecified)	-5	?
Cc1ccc(NC(=O)c2cc(-c3ccccn3)nc3ccc(C)cc23)cc1	0	?
Cc1ccc(NC(=O)C2=Cc3sc4c(c3CS2)CCCC4)cc1C	11	7.1µM*
Cc1ccc(-c2c(C)nn3c2NC(=O)CCC3=O)cc1S(=O)(=O)NCc1ccco1	0	-1%
O=C(NCCSc1ccc(Cl)cc1)c1ccc2c(c1)OCCCO2	7	-76%
CC1(Cc2cccc(F)c2)C(=O)Nc2ccc(OC(F)(F)F)cc21 (stereo unspecified)	5	?
CCCNc1nc2c(c(=O)n(C)c(=O)n2C)n1CC	10	?
CN(CC(=O)NC(=O)NCc1cccs1)Cc1cccs1	0	-60%
CCOC(=O)[C@]12CCCC=C1N(CCC1=CCCCC1)C(=O)[C@H](CC(=O)N1CCOCC1)C2	0	4%
CC(C)(C)N1C(=O)c2ccccc2NC(=O)C1C(=O)NCCc1ccccc1F (stereo unspecified)	-2	-2%
CC(C)(C)c1ccc(NC(=O)C2CCCC2)cc1	-17	-13%
Cc1cc(C)c2oc(C(=O)Nc3ccc(S(=O)(=O)N(C)Cc4ccccc4)cc3)cc(=O)c2c1	-3	?
CC(C)c1ccc2cc(C(=O)NCc3ccco3)[nH]c2c1	1	9%
O=C(NCCNC(=O)c1cc2ccccc2[nH]1)C(=O)N1CCN(c2ccccc2)CC1	-16	-1%
CC1=C(C(=O)Nc2ccccc2)C(c2ccc(C)cc2)NC(=O)N1 (stereo unspecified)	-2	48%
N#Cc1ccc(C(=O)NC2CCCC(C(F)(F)F)C2)cc1 (stereo unspecified)	8	3%
CC1=C(C(=O)N(C(C)C)C(C)C)CC(CC(=O)NCc2cccs2)C(=O)N1CCCN1CCCC1=O (stereo unspecified)	-4	37%[activator]
Cc1cccc(N2C(=O)c3ccccc3NC2c2cn(C)c(=O)n(C)c2=O)c1 (stereo unspecified)	-13	3%

Fetched by structure from the entries so far:
SMILES	LDHA block	ALOX12 inh
CCOC(=O)[C@]12CCCC=C1N(CCC1=CCCCC1)C(=O)[C@H](CC(=O)N1CCOCC1)C2	0	4%
CC1=C(C(=O)N(C(C)C)C(C)C)CC(CC(=O)NCc2cccs2)C(=O)N1CCCN1CCCC1=O (stereo unspecified)	-4	37%[activator]
CC(NC(=O)C1CCCC1)C1CCCO1 (stereo unspecified)	-5	9%
O=C(NCCSc1ccc(Cl)cc1)c1ccc2c(c1)OCCCO2	7	-76%
CC(C)(C)c1ccc(NC(=O)C2CCCC2)cc1	-17	-13%

Next part:
SMILES	LDHA block	ALOX12 inh
O=C(Nc1ccc2c(c1)OCCO2)C(c1ccccc1F)n1c(=O)c(-c2ccco2)nc2ccccc21 (stereo unspecified)	-4	?
CC(=O)c1ccc(N2CCN(C(=O)CCc3ncc(-c4c(F)cccc4F)o3)CC2)c(F)c1	-6	?
COc1ccc(C2CC(C)=NN2c2nc(-c3ccc(F)cc3)cs2)cc1OC (stereo unspecified)	?	-6%
COc1ccc2c(c1)CC/C(=C\c1cccc(Br)c1)C2=O	-14&13	18%&-34%
CCOC(=O)C(=Cc1c[nH]c2ccccc12)C(=O)OCC	1	-1%
O=c1oc2ccccc2c2nc(-c3ccccc3)c(-c3ccccc3)nc12	4	-4%
CC1Sc2ccc(S(=O)(=O)N3CCC(C(=O)N4CCCC4)CC3)cc2NC1=O (stereo unspecified)	5	0%
Cn1c(N)c(-c2csc(Nc3ccccc3)n2)c(=O)n(C)c1=O	9	45µM*
CCOC(=O)C1(C)CCCN(C(=O)c2ccc(-c3ccccc3)cc2)C1 (stereo unspecified)	4	-6%
CCC(C)NC(=O)c1ccc2c(c1)NC(=O)CS2 (stereo unspecified)	-3	2%
CC(=O)NCCc1sc(-c2cccc(F)c2)nc1C	11	-6%
Cc1nn(CCC(=O)Nc2cccc(C(F)(F)F)c2)c(C)c1S(=O)(=O)N1CCC(C)CC1	-2	6%
CCc1nc2c(OCc3ccc(OC(F)F)cc3)cccn2c1N(C)C(=O)c1ccc(OC)cc1	-1	-14%
CNC/C=C/COc1ccc(C)c(C)c1	-3	1%
O=S(Cc1cccc(C(F)(F)F)c1)Cc1cccc2ccccc12 (stereo unspecified)	4	11%
CC(=O)c1c(C)[nH]c(C(=O)CSc2nnc(C3CCCCC3)o2)c1C	3	0%
CCOC(=O)CSc1nc2c(c(=O)[nH]c(=O)n2C)n1Cc1ccc(C)cc1	-17	?
COc1cccc(C(NC(C)=O)c2nc(-c3cccc(C(C)C)c3)cs2)c1 (stereo unspecified)	0	-2%
CC1=C(C(=O)NCc2ccccc2)C(c2ccccc2)NC(=S)N1 (stereo unspecified)	6	-6%
Cc1ccc(C)c(-n2nnnc2SCC(=O)Nc2cc(C)nn2-c2ccccc2C)c1	8	12%
CN(C)c1ccc2c(c1)COC2=O	6	-20%
CCCCCCCCC(c1nc2cc(C)c(C)cc2[nH]1)n1c(=O)c(-c2ccccc2Br)nc2ccccc21 (stereo unspecified)	-4	-5%
COC(=O)CNC(=O)C1CCN(c2ncnc3sc4c(c23)CCCC4)CC1	13	9%
Cc1ccc(C(=O)N(Cc2ccco2)C2CC2)cc1C	-4	13%
COC(=O)C1=CN(Cc2cccs2)C=C(C(=O)OC)C1c1cccc(OC)c1	12	-24%
Remaining list, next part
SMILES	LDHA block	ALOX12 inh
CC(C)CC(=O)Nc1ccc(N2CCCC2)cc1	40	5%
c1cnc2c(-c3cccc4nccn34)cccc2c1	2	7%
COCCCNc1oc(-c2ccc(COc3cccc(C)c3)o2)nc1C#N	4	-19%
CC(=O)Nc1ccc(C(=O)N2CCCCC2c2cc(C(=O)Nc3ccccc3Cl)no2)cc1 (stereo unspecified)	-2	11%
COCCN(Cc1nc2ccccc2c(=O)[nH]1)C(=O)Cc1csc(-c2ccc(C)cc2)n1	13	?
O=C(NC1C2CC3CC(C2)CC1C3)c1cccc(F)c1 (stereo unspecified)	-9	-3%
Cc1c(-c2ccccc2)oc2c(C(=O)OCC(=O)C(C)(C)C)cccc2c1=O	3	-15%
CCc1nc2ccc(C(=O)N3CCN(S(=O)(=O)CC)CC3)cn2c1N(C)CCC(C)C	-5	-16%
COc1cc(C(=O)Nc2ccc(C)cc2)nc2ccc(Cl)cc12	-8	1%
COCCNC(=O)NC(=O)CN(C)c1ccccc1	-7	-23%
COc1ccc(C(NC(=O)C2CCN(CCCOc3ccccc3)CC2)c2ccccn2)cc1 (stereo unspecified)	-7	-8%
O=C(O)c1ccc(COc2ccc(Br)cc2/C=N/O)cc1	4	27%
Cc1cc(Br)ccc1NC(=O)CN(C)C(=O)c1cccc(-n2cccc2)c1	3	?
O=C(CCc1ncc(-c2c(F)cccc2F)o1)N1CCN(c2ccc(F)cc2)CC1	0	6%
Cc1ccccc1Cn1cccc1CNC(=O)NC12CC3CC(CC(C3)C1)C2	3	?
CCC1CCCCN1C(=O)Cn1c(=O)n(-c2ccc(F)c(C)c2)c(=O)c2sccc21 (stereo unspecified)	-39*	?
Cn1cc(S(=O)(=O)N2CCC(C(=O)Nc3ccc(OC(F)F)cc3)CC2)cc1C(N)=O	-7	13%
CCN1CCN(C(=O)CN(c2cccc(C)c2C)S(C)(=O)=O)CC1	12	18%
CNC(=O)C1(C)Cc2c(-c3ccc4c(c3)OCO4)ccnc2O1 (stereo unspecified)	-4	-7%
CN(Cc1ccc(-c2ccc(Cl)cc2)o1)C(=O)CSc1nnc(C2CC2)n1C	-12	8%
Cc1cc(NC(=O)CCn2nc(-c3cccs3)oc2=O)ccc1Br	-1	?
Cc1cc(C(=O)CSc2nnc(C(C)Oc3ccccc3F)o2)c(C)n1C1CC1 (stereo unspecified)	7	31%
CC(C)(O)C#Cc1ccc(N2C(c3ccsc3)=Cc3ccc(F)cc3C2c2c[nH]c3ccccc23)cc1 (stereo unspecified)	2	-10%
Cc1cc(C)c(S(=O)(=O)N2CCN(Cc3cccc4cccnc34)CC2)c(C)c1	2	0%
COc1ccc(CC(=O)Nc2cccc3cccnc23)cc1	10	27%

Entries listed so far that have a CF3 group:
SMILES	LDHA block	ALOX12 inh
CC1(Cc2cccc(F)c2)C(=O)Nc2ccc(OC(F)(F)F)cc21 (stereo unspecified)	5	?
N#Cc1ccc(C(=O)NC2CCCC(C(F)(F)F)C2)cc1 (stereo unspecified)	8	3%
Cc1nn(CCC(=O)Nc2cccc(C(F)(F)F)c2)c(C)c1S(=O)(=O)N1CCC(C)CC1	-2	6%
O=S(Cc1cccc(C(F)(F)F)c1)Cc1cccc2ccccc12 (stereo unspecified)	4	11%

Later entries
SMILES	LDHA block	ALOX12 inh
Cc1ccc(C(=O)COC(=O)c2cccc(Oc3ccc(C#N)c(C#N)c3)c2)cc1	20	?
CCCCn1nc(C(=O)Nc2nc3c(C)cccc3s2)c2ccccc2c1=O	-6	11%
Cc1nc2ccccc2c(C)c1CC(=O)N(C)C(C)c1cc2ccccc2o1 (stereo unspecified)	6	-14%
COc1ccccc1N1CCN(c2nccnc2SCC(=O)Nc2ccc(F)cc2F)CC1	8	-1%
COc1ccc(NC(=O)C(C)n2c(C)c3cnn(-c4ccccc4)c(=O)c3c2C)c(OC)c1 (stereo unspecified)	-7	-12%
Cc1cccc(S(=O)(=O)NC(=O)C2(C)CCN2C(=O)c2sccc2C)c1 (stereo unspecified)	-10	-28%
COc1ccc(Cl)cc1NC(=O)C(C)N1CCN(S(=O)(=O)Cc2ccccc2)CC1 (stereo unspecified)	4	19%
Cc1noc(C(C)N2CCN(c3oc(C4CC4)nc3C#N)CC2)n1 (stereo unspecified)	3	-21%
CCc1nnc(SCC(=O)Nc2cc(Cl)ccc2C)n1-n1cccc1	-1	30%[activator]
Cc1cc(NC(=O)C(C)SCC(=O)Nc2ccccc2)no1 (stereo unspecified)	3	-5%
N#Cc1c(Cl)nc(N/N=C/c2ccc(Cl)c([N+](=O)[O-])c2)c(Cl)c1Cl	-9	1%
CCc1ccc(C2NC(=O)NC(CN(CC)Cc3ccccc3)=C2C(=O)OC)cc1 (stereo unspecified)	2	?
CCCCCCSc1ccc(-c2nc3ccc(C)cn3c2NCCCC)cc1OC	-3	?

Screening results: PubChem BioAssay, National Center for Advancing Translational Sciences (NCATS)
